# ERAP1 HTS inh = inhibitors of human ERAP1 aminopeptidase. Q9NZ08. recombinant ERAP1, Leu-AMC fluorescence, 60 min. inhibition, % at 10.7 µM. 0.15% of 340,000 active. AID 652197;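 active = mean replicate inhibition of at least 30%, or all replicates individually reaching that 30% level; inactive = mean below 30% and not every replicate reaching it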;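 also: 0% = neutral control wells and 100% = L-leucinethiol positive control wells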
# Target sequence (Q9NZ08 whole entry, looked up): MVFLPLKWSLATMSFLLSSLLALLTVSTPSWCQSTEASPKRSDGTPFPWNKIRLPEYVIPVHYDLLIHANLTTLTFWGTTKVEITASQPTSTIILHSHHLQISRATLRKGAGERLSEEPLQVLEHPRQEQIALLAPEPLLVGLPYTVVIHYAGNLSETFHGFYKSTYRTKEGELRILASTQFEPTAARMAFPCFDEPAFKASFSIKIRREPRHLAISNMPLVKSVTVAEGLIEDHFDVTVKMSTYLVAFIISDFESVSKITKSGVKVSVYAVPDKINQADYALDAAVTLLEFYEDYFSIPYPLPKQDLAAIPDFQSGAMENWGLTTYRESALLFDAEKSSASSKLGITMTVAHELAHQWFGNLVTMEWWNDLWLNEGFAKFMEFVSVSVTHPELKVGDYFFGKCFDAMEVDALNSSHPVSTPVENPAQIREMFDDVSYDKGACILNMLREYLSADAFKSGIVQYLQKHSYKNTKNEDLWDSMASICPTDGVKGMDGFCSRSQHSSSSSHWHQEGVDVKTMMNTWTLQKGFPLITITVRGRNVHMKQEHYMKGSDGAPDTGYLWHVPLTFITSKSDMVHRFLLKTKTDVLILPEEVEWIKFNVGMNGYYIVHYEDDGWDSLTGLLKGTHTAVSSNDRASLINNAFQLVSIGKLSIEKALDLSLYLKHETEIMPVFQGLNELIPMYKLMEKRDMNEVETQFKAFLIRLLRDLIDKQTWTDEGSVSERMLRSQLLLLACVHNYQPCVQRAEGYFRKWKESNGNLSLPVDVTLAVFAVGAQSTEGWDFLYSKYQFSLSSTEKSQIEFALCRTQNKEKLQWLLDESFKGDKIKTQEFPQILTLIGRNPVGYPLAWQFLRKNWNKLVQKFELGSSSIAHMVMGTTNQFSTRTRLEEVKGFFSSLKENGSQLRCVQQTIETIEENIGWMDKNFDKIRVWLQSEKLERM
# FN deposit inh = fibronectin deposition inhibition. AH1F fibroblasts, Alexa488-fibronectin deposition fluorescence, overnight. inhibition, % at 12.6 µM. 0.086% of 350,000 active. AID 743247;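 active = mean inhibition across replicates of 30% or more, regardless of how many single replicates reach that level; inconclusive = mean under 30% yet at least half of replicates reach 30%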;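 also: positive control wells lacked labelled fibronectin entirely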
#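 Assay system: AH1F fibroblasts / Quantity: 10000 cells per well / Medium: DMEM plus 2% serum, read in PBS / Reagent: labelled fibronectin 24 nM / Dosing: single dose, pinned / Times: 1 h cell attachment, overnight exposure to compound and label / Signal: fluorescence, ex 485 nm, em 525 nm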
# S100A4 inh HTS = blocks human S100A4 binding to myosin IIA peptide; P26447; S100A4/TAMRA-MyoIIA peptide fluorescence polarization; inhibition, % at 10.7 µM; 0.14% of 360,000 active;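 active = mean inhibition of at least 70% across replicates, with every replicate also reaching that level; inconclusive = mean inhibition reaches 70% but some replicates fall short; inactive = mean inhibition below 70%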
# Target sequence (P26447 whole entry, looked up): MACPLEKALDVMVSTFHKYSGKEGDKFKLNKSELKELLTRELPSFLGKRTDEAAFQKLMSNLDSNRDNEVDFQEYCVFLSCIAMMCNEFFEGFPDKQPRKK
#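 Test system – S100A4 monomer (human) · Compound – single-point compound testing · Schedule – 5 min incubation before reading · Probe or stimulus – TAMRA-labelled myosin IIA heavy-chain peptide probe, 5 nM · Benchmarks – neutral control DMSO, positive control TFP · Medium – Calcium-containing HEPES buffer, pH 7.2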
# PGC1a acetyl inh = lowers PGC1a acetylation signal in U2OS cells | AlphaScreen anti-acetyl-lysine; with virally co-expressed GCN5 acetyltransferase | inhibition, % at 15.6 µM | 0.17% of 350,000 active | AID 651687;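 active = every replicate shows inhibition of at least 40%; inconclusive = mean inhibition at least 40% but some replicate below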;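 also: 0% = neutral control wells and 100% = positive control wells; some results beyond the cut were filed as inactive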
# LGR2 antag = inhibitors of bursicon-induced Drosophila LGR2 receptor cAMP signaling; HEK293 LGR2, CRE-luciferase, bursicon-stimulated, 4 h; 0.35% of 380,000 active; AID 720647; inhibition, % at 9.99 µM;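 active = drop in luminescence signal, shown as inhibition above about 50% in the replicate tests, limit read from the data, passing the limit was not always enough; inconclusive = probably only some replicates passing the limit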;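 also: agonist challenge used bursicon conditioned medium at about half maximal strength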
# PglD inh = inhibitors of Campylobacter jejuni PglD acetyltransferase; purified PglD enzyme, DTNB colorimetric CoA detection; inhibition, % at 12.5 µM; 0.098% of 360,000 active; AID 602405; in the data active = inhibition above about 16%, passing the limit was not always enough; inconclusive = no clear call, values can overlap the other calls; also: strong numbers were not always called active
# EWS-Fli inh = EWS/Fli transcriptional activity inhibition; A673 NR0B1-luciferase reporter, viability-normalised; inhibition, % at 12.6 µM; 0.67% of 350,000 active; AID 651661;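 active = mean inhibition of at least 50% after viability correction, with every replicate also passing that limit; inconclusive = mean reaches 50% but only one of two replicates passes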;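 also: firefly luciferase signal divided by Alamar Blue viability fluorescence both relative to DMSO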
# PAX8 reporter = inhibitors of PAX8 transcriptional activity in RMG-I cells | RMG-I TPO-luciferase reporter, SteadyGlo, 24 h | inhibition, % at 12.6 µM | 1.2% of 360,000 active | AID 652154;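 active = mean replicate inhibition at least 60% with every replicate also reaching 60%; inconclusive = only one of the two criteria is met; inactive = mean below 60% and not all replicates reaching 60%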;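 also: luciferase light reporting Pax8 driven TPO promoter activity; plate controls were median of neutral control wells for no effect and mitoxantrone controls for full effect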
# The depositor's hits bear a star; ? = inconclusive; / = not tested or not shown. Not a hit list; overall some 2.1% were active at least once.
SMILES,ERAP1 HTS inh,FN deposit inh,S100A4 inh HTS,PGC1a acetyl inh,LGR2 antag,PglD inh,EWS-Fli inh,PAX8 reporter
COc1cccc(-c2ccc(NC(=O)C3CCCN(Cc4nccn4C)C3)cc2)c1 (stereo unspecified),-2.2,1.2,-2.8,/,-7.2,-3.6,/,-39.9
CO[C@@H](CN(C)C(=O)Nc1ccc(F)cc1)[C@@H](C)CN(Cc1ccccc1Cl)[C@@H](C)CO,0.8,3.7,29.5,-3.3,3.0,-2.0,3.1,/
C[C@@H]1CN([C@H](C)CO)C(=O)c2cc(NS(=O)(=O)c3ccc(F)cc3)ccc2O[C@@H]1CN(C)C,-3.6,-3.2,0.8,-0.6,6.3,-2.2,-6.2,-2.1
Clc1ccc(OCc2cn3ccccc3n2)c2ncccc12,-4.9,-10.2,5.9,2.2,-56.3,/,-170.8,-90.1
CC(C)NC(=O)C1(C)CCN1C(=O)c1cccc(Cl)c1 (stereo unspecified),0.2,/,-0.9,11.5,-2.4,-0.9,-2.0,5.6
COc1ccc(CN2[C@@H](CC(=O)O)c3cc(F)ccc3S2(=O)=O)cc1,-1.0,9.2,-5.1,2.8,-14.8,6.2,-5.4,6.0
C[C@H](CO)N1C[C@H](C)[C@@H](CN(C)Cc2ccc(C(=O)O)cc2)OCCCC[C@H](C)Oc2ccc(NC(=O)Nc3ccc(F)cc3)cc2C1=O,-4.4,/,7.4,-3.3,6.7,-0.2,-5.6,-20.9
O=C1C=C(c2cccc(O)c2)C[C@@H](c2ccc(F)cc2)C1,/,-1.7,11.5,9.8,-5.5,-0.1,2.2,-18.9
CC(C)c1ccc(NC(=O)COC(=O)c2ccc(CN3CCCC3=O)cc2)cc1,-1.7,-0.5,-3.8,/,-3.6,4.0,-5.5,-9.1
COc1ccc(N2CCN(C(=O)CCCCCn3c(=S)[nH]c4ccc(N5CCOCC5)cc4c3=O)CC2)cc1,-8.0,/,-0.8,2.2,12.2,-4.7,4.8,23.9
CO[C@@H]1CN(C)C(=O)c2cc(NC(=O)C3CC3)ccc2OC[C@@H](C)N(Cc2ccccc2)C[C@@H]1C,0.3,7.3,-5.7,-21.5,-2.2,3.9,2.5,/
COc1ccccc1-n1cnnc1SCC(=O)Nc1ccccc1,0.5,7.4,-1.0,/,7.6,2.2,-26.4,-33.3
CN(C)CC#Cc1ccc([C@H]2[C@H](CO)N3CCCCN(C(=O)C4CCCC4)C[C@@H]23)cc1,-2.4,/,-16.3,-10.6,/,-2.0,15.6,-18.6
Cc1nn(Cc2ccccc2Cl)c(C)c1C(=O)Nc1nnc(C2CC2)s1,/,2.4,/,23.3,/,2.7,/,-4.3
Cc1cc(NC(=O)c2cnn3c(C(F)(F)F)cc(-c4ccccc4)nc23)no1,0.0,/,-2.4,-12.0,14.2,-2.7,10.1,/
O=C(C[C@@H]1C=C[C@H](NC(=O)c2ccncc2)[C@H](CO)O1)NCC1CC1,-1.7,6.1,2.6,4.9,-7.3,-3.6,2.1,0.1
CNC(=O)N1c2ccccc2CCc2ccccc21,-2.1,2.7,-4.1,-1.9,12.5,-2.1,10.3,6.6
O=C(COC(=O)c1cc(S(=O)(=O)N2CCOCC2)ccc1O)Nc1ccc2c(c1)OCO2,-2.1,-14.3,-1.0,13.3,10.9,-3.2,-4.7,-2.7
CC1(C)N=C(c2cccc(F)c2)C(=O)N1,0.4,/,-4.7,-8.9,-1.4,1.8,8.4,/
Cc1ncc([N+](=O)[O-])n1S(=O)(=O)c1cc(Cl)ccc1Cl,-4.1,-16.0,-0.3,8.7,3.3,-2.0,1.8,10.1

# Grouped by structure: the entries above containing an aryl methoxy group.
SMILES,ERAP1 HTS inh,FN deposit inh,S100A4 inh HTS,PGC1a acetyl inh,LGR2 antag,PglD inh,EWS-Fli inh,PAX8 reporter
COc1cccc(-c2ccc(NC(=O)C3CCCN(Cc4nccn4C)C3)cc2)c1 (stereo unspecified),-2.2,1.2,-2.8,/,-7.2,-3.6,/,-39.9
COc1ccc(CN2[C@@H](CC(=O)O)c3cc(F)ccc3S2(=O)=O)cc1,-1.0,9.2,-5.1,2.8,-14.8,6.2,-5.4,6.0
COc1ccc(N2CCN(C(=O)CCCCCn3c(=S)[nH]c4ccc(N5CCOCC5)cc4c3=O)CC2)cc1,-8.0,/,-0.8,2.2,12.2,-4.7,4.8,23.9
COc1ccccc1-n1cnnc1SCC(=O)Nc1ccccc1,0.5,7.4,-1.0,/,7.6,2.2,-26.4,-33.3

# Next section:
SMILES,ERAP1 HTS inh,FN deposit inh,S100A4 inh HTS,PGC1a acetyl inh,LGR2 antag,PglD inh,EWS-Fli inh,PAX8 reporter
Cc1ccc(OCCSc2nc3ccccc3n2CCC(=O)O)cc1,-2.0,-5.3,6.0,/,-9.7,1.6,-4.3,-39.5
O=C(C[C@@H]1C[C@@H]2c3cc(NC(=O)Cc4ccncc4)ccc3O[C@@H]2[C@H](CO)O1)NCCN1CCCCC1,0.8,/,3.9,0.4,1.2,0.4,-7.8,-18.6
O=c1c([N+](=O)[O-])cccn1Cc1cccc(Br)c1,0.1,3.7,0.5,-1.4,13.4,3.1,1.0,25.6
O=C(NCc1ccco1)c1ccc(CS(=O)Cc2ccc(Cl)cc2)o1 (stereo unspecified),-3.4,-2.0,0.5,7.4,8.3,-2.7,/,1.6
C[C@H](CO)N1C[C@H](C)[C@@H](CN(C)Cc2ccc3c(c2)OCO3)Oc2ccc(NC(=O)Nc3ccc(F)cc3)cc2C1=O,0.9,0.3,-2.4,-1.7,19.8,-0.6,-0.1,-14.4
CN(Cc1ccccc1)C(=O)c1ccc(NC(=O)Cc2cccc(NC(=O)C3CCN(C(=O)C4CCCC4)CC3)c2)cc1,/,-11.1,-2.6,-9.4,4.1,-2.6,-8.3,7.5
Cc1ccc(CN2CCN(Cc3cnn(-c4ccc(Cl)cc4)c3)CC2CCO)o1 (stereo unspecified),1.9,1.2,-27.7,/,12.7,/,15.7,8.6
COc1ccc(S(=O)(=O)N2C[C@H](O)COC[C@H]3O[C@H](CC(=O)N[C@@H]4CCN(Cc5ccccc5)C4)CC[C@@H]32)cc1,-4.5,-11.0,25.6,3.3,0.3,-1.8,2.8,11.7
CC(=O)c1cc(C#N)c(NCc2ccccc2)nc1C,0.2,-1.9,2.9,-25.3,-1.7,/,-4.8,-18.1
COc1cccc(-c2nc3ccccc3s2)c1O,-2.1,15.1,17.2,3.4,52.9*,0.1,-123.9,-36.1
Cc1noc(C)c1NC(=O)Nc1ccc2c(c1)C(=O)N([C@H](C)CO)C[C@H](C)[C@H](CN(C)C(=O)Nc1ccccc1)OCCCC[C@H](C)O2,-2.1,3.3,5.4,-10.3,-2.9,0.2,-1.1,-7.4
NC(=O)c1c(NC(=O)c2ccccc2)sc2c1CCCC2,-0.9,7.8,1.0,-3.7,-28.4,-6.6,-109.9,-47.7
C#CCOCCOCCOCCNc1nc(N2CCN(C(=O)Cn3cc(CC(C)O)nn3)CC2)nc(N2CCN(C(=O)[C@H](CCCCN)n3cc(CCCC)nn3)CC2)n1 (stereo partly specified),-1.5,-10.5,3.8,0.6,/,-3.8,-7.3,-1.3
C/C=C/c1cnc2c(c1)C(=O)N([C@H](C)CO)C[C@@H](C)[C@@H](CN(C)C(=O)Cc1ccccc1)O2,0.2,/,-8.4,-14.1,0.9,0.4,-1.8,/
CC(=O)NC(C)c1cc(F)c2cccnc2c1O (stereo unspecified),1.3,-3.2,-1.7,/,-8.6,0.5,-3.2,-8.5
COc1ccc(/C=C(\NC(=O)c2ccccc2)C(=O)NCc2ccco2)cc1,-2.9,-0.5,-2.9,15.6,-3.1,-18.7,-4.5,-7.9
Cc1cc(C(=O)N/N=C/c2ccc(OC(=O)c3ccccc3Br)cc2)n[nH]1,-0.7,4.6,?,/,0.6,/,6.7,0.1
O=[N+]([O-])c1cccc2ccc(/C=C/c3ccc(C(F)(F)F)cc3)nc12,-0.6,4.4,6.5,/,-21.9,/,-2.6,-13.3
C[C@H]1CN([C@@H](C)CO)S(=O)(=O)c2ccc(-c3ccccc3)cc2O[C@H]1CN(C)C(=O)CC1CC1,-0.5,/,5.0,-12.3,-19.7,-4.4,-3.8,1.3
CCC1NC(=O)c2cccnc2-n2c1nc1cc(OC)c(OC)cc1c2=O (stereo unspecified),-2.3,/,-1.2,4.6,-5.4,-0.9,-15.1,-7.9
COc1ccc(OC)c(NCCN2C(=O)c3ccccc3C2=O)c1,0.9,/,-2.7,/,14.6,/,-0.5,-13.9
CCCn1c(SCC(=O)c2ccc3c(c2)OCCO3)n[nH]c1=O,1.0,6.4,-5.0,/,-2.7,6.7,-11.1,-10.2
C[C@@H]1CCCCO[C@@H](CN(C)S(=O)(=O)c2ccc(F)cc2)[C@@H](C)CN([C@@H](C)CO)C(=O)c2cc(NS(=O)(=O)c3ccc(F)cc3)ccc2O1,/,-9.4,/,-4.5,-0.5,0.9,8.0,14.5
COc1cccc(NC(=O)CN2C(=O)NC(C)(CC(C)C)C2=O)c1 (stereo unspecified),6.8,1.7,-9.1,4.6,-15.3,-0.4,2.1,9.3
C[C@@]12C(=O)N(c3cccc(Cl)c3)C(=O)N1[C@H](c1ccc(Cl)cc1)[C@@H]1C(=O)N(C3CCCCC3)C(=O)[C@@H]12,/,-6.8,0.4,/,19.9,-1.2,13.7,11.5
CCc1ccccc1NC(=O)CNC(=O)c1cccc(S(=O)(=O)N2CCN(Cc3ccccc3)CC2)c1,-2.3,2.8,0.9,4.0,-3.8,0.6,8.0,-4.5
CN1/C(=C\C(=O)CSc2nncn2C)C(C)(C)c2ccccc21,/,-7.0,/,-2.8,-1.0,0.9,/,-6.5
O=C1CN(Cc2ccc(F)cc2)C[C@H]2[C@@H](c3ccc(Br)cc3)[C@H](CO)N12,-0.5,/,4.7,-7.9,10.1,/,1.3,11.4
COc1cccc(SCc2noc(C(=O)NCCCN3CCOCC3)c2C(=O)NCCCN2CCOCC2)c1,/,-1.4,/,11.4,20.4,4.4,-3.3,-20.0
CCOc1ccc(/C=N/NC(=O)c2ccc3nc[nH]c3c2)cc1OC,0.3,3.0,1.6,-1.2,-5.3,-3.8,11.7,27.0
COCCCn1c(=O)c2ccccc2c2ccccc2c1=O,/,-8.8,/,1.4,/,0.5,/,7.7
Cc1ccc(/C=N/N=C2/NC(=O)C(CC(=O)N3CCOCC3)S2)cc1 (stereo unspecified),/,3.7,2.1,-2.9,3.4,/,0.9,4.1
CCOc1ccc(S(=O)(=O)N2CCC(C(=O)OC(C)C(=O)N3CCOCC3)CC2)cc1 (stereo unspecified),0.5,-0.6,0.4,/,1.9,5.0,-0.6,-3.1
Cc1ccc(NS(=O)(=O)c2ccc(Br)s2)cc1S(=O)(=O)N1CCOCC1,-2.4,-0.7,1.6,-0.7,21.5,0.4,6.1,-14.5
Cc1nc(SCC(=O)c2ccccc2)c([N+](=O)[O-])[nH]1,/,3.5,/,-2.2,/,-1.0,/,3.1
CCCC(=O)Nc1ccc2c(c1)C(=O)N(C)[C@@H]1CC[C@H](CC(=O)NCc3ccccc3)O[C@H]1CO2,-4.3,-8.3,-2.1,-3.5,14.3,-1.5,6.8,11.9
COc1cccc(C#Cc2ccc3c(c2)O[C@@H](CN(C)C(=O)CN2CCOCC2)[C@H](C)CN([C@@H](C)CO)S3(=O)=O)c1,-0.3,16.5,0.4,-3.2,15.8,-0.5,11.9,2.7
